# Screening results from PubChem BioAssay.
# PKA kinase inh – PKA (human) kinase inhibition | inhibition, % at 6 µM | P17612 | PKA Kemptide phosphorylation, Kinase-Glo ATP luminescence | 0.1% of 65,000 active;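 active means inhibition above the screen-wide mean inhibition plus 3 SD, cut at about 21% in these data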; further: many of its hits are not listed in these tables
# NADH enzymes – blocks coupling enzymes of NAD/NADH assays. IC50, µM (top dose mostly 10 µM), inactives show top-dose inhibition. AID 774. 0.02% of 65,000 active. coupled PK/LDH NADH assays, four targets;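 active means single-dose screening hits from any of four coupled enzyme assays that gave an IC50 when retested across doses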;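 further: the DPM-DC format reads NADH fluorescence rather than 340 nm absorbance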
# Autofluor 339 – intrinsic fluorescence of library compounds, ex339/em460 – biochemical, MLSMR library, data from DPM-DC assay, artefact control, profiling panel; fluorescence fold increase at 10 µM; compound autofluorescence, ex339/em460 nm, NADH buffer; hits give high values; 1 = no-compound wells, NADH background; 5.5% of 65,000 active;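 active means at 10 µM, mean starting fluorescence two-fold or more over control wells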;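 further: signal is the first read of a kinetic run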
# HEK293 NFkB inh – inhibitors of the PMA/ionomycin-induced NF-kB reporter in HEK293 cells. HEK-293 NF-kB luciferase reporter, luminescence. inhibition, % at 3 µM. 0.21% of 62,000 active. AID 465;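 active means inhibition above the mean of all tested compounds plus 3 SD, cut at about 40% in these data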;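 further: 0% = stimulated DMSO wells and 100% = 10 µM reference inhibitor 5653914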
#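 Signal: luciferase luminescence; Material: HEK-293 cells with stable firefly luciferase reporter driven by four HIV NF-kB elements; Probe or stimulus: PMA with ionomycin; Replication: tested once; Times: 1 h compound pretreatment, then 16 h stimulation at 37 °C, 5% CO2; Benchmarks: DMSO and 10 µM reference inhibitor; Evaluation: per-plate % inhibition versus controls.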
# Abs 340nm – compounds absorbing at 340 nm; compound absorbance at 340 nm, fold over control; fold change at 10 µM; 65,000 tested, under 10 active;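 active means at 10 µM dose, initial 340 nm absorbance at least 2 fold that of control wells; inactive means change under 2 fold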;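 further: initial absorbance extrapolated from kinetic A340 decline of NADH oxidation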
# ROCK2 blocker – inhibitors of human Rho kinase 2; inhibition, % at 6 µM; purified ROCK2, Kinase-Glo ATP depletion luminescence; O75116; AID 604; 0.35% of 60,000 active;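 active means inhibition above the screen-wide mean inhibition plus 3 SD, cut at about 18% in these data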;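 further: plate controls were DMSO wells for no effect and Y-27632 control wells after no-enzyme background subtraction for full effect; many of its hits are not listed in these tables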
# Target sequence (O75116 whole entry, looked up): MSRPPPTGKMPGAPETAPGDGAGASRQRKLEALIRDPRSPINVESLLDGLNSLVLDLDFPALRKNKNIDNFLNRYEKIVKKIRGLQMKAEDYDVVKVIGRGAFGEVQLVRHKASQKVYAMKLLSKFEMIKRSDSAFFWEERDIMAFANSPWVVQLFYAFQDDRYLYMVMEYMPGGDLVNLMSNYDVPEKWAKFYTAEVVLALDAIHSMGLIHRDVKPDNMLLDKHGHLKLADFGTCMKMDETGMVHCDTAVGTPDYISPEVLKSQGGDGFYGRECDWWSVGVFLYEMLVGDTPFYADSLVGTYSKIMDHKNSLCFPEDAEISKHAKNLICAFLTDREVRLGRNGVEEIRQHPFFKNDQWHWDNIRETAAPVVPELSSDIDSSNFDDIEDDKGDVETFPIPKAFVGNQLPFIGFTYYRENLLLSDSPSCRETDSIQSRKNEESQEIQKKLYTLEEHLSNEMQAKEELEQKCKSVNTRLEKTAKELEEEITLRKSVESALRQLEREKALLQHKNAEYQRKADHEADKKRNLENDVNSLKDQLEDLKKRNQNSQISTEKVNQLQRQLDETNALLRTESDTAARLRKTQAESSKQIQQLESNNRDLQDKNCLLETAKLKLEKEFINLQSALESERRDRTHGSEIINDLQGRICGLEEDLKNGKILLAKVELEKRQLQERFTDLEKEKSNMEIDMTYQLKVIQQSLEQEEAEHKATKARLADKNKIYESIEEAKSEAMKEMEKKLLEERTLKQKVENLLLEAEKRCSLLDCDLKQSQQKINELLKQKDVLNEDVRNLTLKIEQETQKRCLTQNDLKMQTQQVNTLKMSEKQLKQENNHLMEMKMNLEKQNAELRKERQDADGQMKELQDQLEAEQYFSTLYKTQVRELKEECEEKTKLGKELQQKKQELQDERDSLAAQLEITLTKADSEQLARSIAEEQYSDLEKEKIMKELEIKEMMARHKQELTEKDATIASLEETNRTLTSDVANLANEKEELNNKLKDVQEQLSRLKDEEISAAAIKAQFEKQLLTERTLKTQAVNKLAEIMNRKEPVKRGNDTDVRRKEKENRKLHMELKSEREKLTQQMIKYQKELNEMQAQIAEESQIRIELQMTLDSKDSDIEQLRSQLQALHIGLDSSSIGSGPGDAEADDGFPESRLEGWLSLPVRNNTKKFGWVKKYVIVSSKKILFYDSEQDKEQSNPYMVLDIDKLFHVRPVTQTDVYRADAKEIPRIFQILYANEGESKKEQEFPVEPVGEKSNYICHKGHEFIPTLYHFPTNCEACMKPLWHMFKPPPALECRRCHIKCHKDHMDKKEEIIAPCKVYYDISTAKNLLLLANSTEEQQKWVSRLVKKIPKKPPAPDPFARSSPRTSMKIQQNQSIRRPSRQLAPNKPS
# JNK3 inh – inhibitors of human JNK3 kinase; purified JNK3 kinase activity, HTS; AID 746; inhibition, % at 8 µM; P53779; 0.61% of 60,000 active; in the data active means inhibition above about 17%;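 further: 0% = DMSO and 100% = reference inhibitor; many of its hits are not listed in these tables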
# Ecoli tolC – E. coli tolC mutant growth inhibition | E. coli BW25113 tolC mutant growth, OD615 | growth inhibition, % at 10 µM (by protocol) | 2.2% of 65,000 active | AID 573;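 active means growth inhibition at or above a cutoff equal to the mean over every tested compound plus 3 SD, cut at about 60% in these data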;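 further: growth measured after 20 h incubation at 37 °C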
#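 test system = E. coli BW25113 ΔtolC::kan bacteria | medium = LB with kanamycin 50 µg/mL | signal = OD at 615 nm | schedule = 37 °C, 20 h exposure | evaluation = % inhibition of E. coli growth | compound dosing = one dose of 10 µM final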
# MMP13 inh – blocks human MMP13 activity; P45452; MMP-13 fTHP FRET cleavage, Mca fluorescence; AID 570; 0.07% of 65,000 active; inhibition, % at 4 µM;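 active means inhibition above the mean of compound-free control plate wells plus 3 SD, cut at about 14% in these data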;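 further: 0% = DMSO wells and 100% = wells with reference MMP-13 inhibitor after basal subtraction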
# The depositor's hits bear a star; i = inactive; nt = not tested or not shown; [ ] = remark or other dose.
SMILES,PKA kinase inh,NADH enzymes,Autofluor 339,HEK293 NFkB inh,Abs 340nm,ROCK2 blocker,JNK3 inh,Ecoli tolC,MMP13 inh
Cc1ccc(-c2nc(C3CCCN(S(=O)(=O)c4ccc(C(F)(F)F)cc4)C3)no2)cc1 (stereo unspecified),2,5%,1.1,4,0.98,1,-2,-31,-2
Cc1ccccc1CSCC(=O)NC(=O)NC(C)(C)C,11,9%,1.1,-1,1,5,-1,5,-5
CCOC(=O)N1CCN(C(=O)Cc2ccc(-n3c(=O)[nH]c4ccccc4c3=O)cc2)CC1,6,1%,1.2,-3,1,0,0,-6,-9
CC(C)c1nc(SCC(=O)N2CCOCC2)c2c(=O)n(C)c(=O)n(C)c2n1,12,5%,1.1,14,0.99,5,6,-26,-1
O=C(O)CCC(=O)N1CCC(C(=O)c2cccc(Cl)c2)CC1,-1,6%,1,11,1,-4,-2,-31,0
Cc1c(C(=O)N2CCCCC2)sc(NC(=O)C2CC2)c1C#N,4,10%,1.1,18,1,3,3,6,1
O=C1CSc2ccc(C(=O)N3CCN(c4ccccn4)CC3)cc2N1,-3,4%,1.1,1,1,-8,-3,0,2
O=C(O)c1c(F)c(F)cc2ccccc12,10,0%,1.2,0,1.1,6,0,7,1
Cn1c(SCC(=O)OCC(=O)c2ccccc2)nnc1-c1cccs1,0,5%,1.1,14,1,3,0,-8,-1
O=C(Nc1nc(-c2cccs2)c(-c2ccccc2)s1)c1ccco1,7,4%,1.9,11,1.1,4,8,16,-5
Nc1ccc(SC(F)(F)F)cc1C(=O)c1ccccc1,6,3%,1.1,5,1,2,0,6,-5
CCOC(=O)CSc1nc2c(cnn2-c2ccc(C)cc2)c(=O)[nH]1,8,4%,1.1,20,1,-2,0,-13,4
CC1=CCC2C(=O)N(c3cccc(C(=O)N(C)C4CCCCC4)c3)C(=O)C2C1 (stereo unspecified),10,2%,1.1,22,1,4,-2,-1,-2
COc1ccc(C(c2sc3ncnn3c2O)N2CC(C)OC(C)C2)cc1OC (stereo unspecified),6,4%,1,10,1.1,0,1,-6,-2
Cc1ccc(NC(=O)NC2CCCCC2)cc1Cl,2,5%,1.1,-48,1,3,-4,3,0
O=C(N1CCOCC1)N1CCN(Cc2ccccc2)CC1,-3,9%,1.1,3,1,2,3,-22,6
COc1ccccc1-n1nc(C(=O)O)c2ccccc2c1=O,8,6%,1,15,1,8,2,-23,1
CCCc1nnc2n1N=C(c1ccc(-c3cc(Cl)ccc3Cl)o1)CS2,4,3%,1,14,1,nt,nt,-17,1
O=C(Nc1ccc(Br)c(Cl)c1)c1ccco1,8,1%,1.1,-10,1,12,4,100*,3
CCCNC(=O)Cc1ccsc1,4,6%,1,16,0.97,3,-3,-8,7
COc1cc(Sc2ccc(C)cc2)c(OC)cc1N,-1,3%,1,-1,1,-1,-4,25,4
CC1CCCN(c2nc3ccccc3nc2C(C#N)C(=O)OC2CCCCC2)C1 (stereo unspecified),-1,7%,1.2,12,1.1,-3,0,0,2
Cc1ccc(-n2nc(C)c3c2OC(N)=C(C#N)C3c2ccoc2)cc1 (stereo unspecified),-3,8%,1.1,1,1,-2,4,-9,3
COc1ccc(OC)c2[nH]c(=O)c(CCNS(=O)(=O)c3ccccc3)cc12,6,5%,1.5,-4,0.99,5,-7,-15,4
CCN1C(=O)C(O)(C2COC(C)(C)CC2=O)c2cc(Br)ccc21 (stereo unspecified),6,2%,1.1,12,1,9,0,2,6
CC(NC(=O)Cc1cccs1)C(c1cccs1)N1CCN(c2ccccc2)CC1 (stereo unspecified),8,7%,1,12,1,8,-4,7,-8
Cc1sc2c(c1C)c(=O)n(-c1ccccc1)c1nnc(C)n21,10,0%,1.1,16,1.1,8,2,2,3
O=S(=O)(c1ccccc1F)N(Cc1ccco1)Cc1nnc(-c2ccccc2Br)o1,-4,3%,1.1,13,1,-6,-6,40,-1
O=C(Nc1cccc2ccccc12)N1CCOCC1,9,4%,1.4,7,1.1,3,-12,-12,-42
O=C(Nc1ccc(Cl)cc1)N1CC=CCC1,-5,5%,1.1,12,1.1,-4,-6,3,1
COc1ccc(CNC(=O)NC2CCCCC2)cc1,6,8%,1.1,2,1.1,-3,-2,14,7
Cc1cc(C)nc(NC(=O)CSc2ccccn2)n1,10,7%,1.1,9,1,10,7,-12,2
CC(=O)N1CCc2cc(Br)cc(S(=O)(=O)NCc3ccccn3)c21,4,6%,1.1,26,0.99,-1,-8,-13,-4
CCOC(=O)C(C)C1(O)c2ccccc2-c2ncccc21 (stereo unspecified),2,3%,1,13,0.99,nt,nt,-26,5
Cn1c(=O)oc2cc(S(=O)(=O)N3CCC(C(=O)N4CCN(c5ccccc5)CC4)CC3)ccc21,7,8%,1.1,-6,1,-5,4,-18,1
COc1ccc(C2CC(=O)C3=C(C2)Nc2ncnn2C3c2ccccc2C)c(OC)c1 (stereo unspecified),12,4%,1.2,3,1,5,13,42,4
Cc1nc2ccc(F)cc2cc1C(=O)NC(C)C,0,6%,1.1,-8,0.96,4,-2,-13,-4
COc1ccc(C2C(C(=O)N3CCCCC3)c3ccccc3C(=O)N2C)cc1 (stereo unspecified),8,3%,1.1,17,1,nt,nt,6,4
CCOC(=O)CN1Cc2cccc(C(=O)O)c2C1=O,8,1%,1,1,1.1,5,0,-17,-2
O=C(CCSc1nnc(-c2ccncc2)o1)Nc1ccc(Cl)cc1,6,3%,1.1,0,1,nt,nt,2,4
COc1ccc(N2CCN(C(c3cccs3)C(C)NS(=O)(=O)c3ccccc3)CC2)cc1 (stereo unspecified),2,4%,1.1,20,1.1,nt,nt,40,-1
Cc1ccc(NC(=O)CSc2nnc(NC(=O)CN3CCOCC3)s2)cc1,9,3%,1.1,16,0.98,8,-6,-17,-4
COCc1cc(=O)n2c(-c3ccccc3OC)n[nH]c2n1,1,2%,1.2,28,1.1,nt,nt,-3,-12
CC(C)C1C(C#N)=C(N)Oc2n[nH]c(-c3ccccc3)c21 (stereo unspecified),4,5%,1.1,3,0.98,3,-3,9,3
O=C(CCSc1nc(-c2ccco2)cc(C(F)(F)F)n1)NCCc1ccccc1,7,1%,1.1,-6,1,2,-4,22,2
CCC(C)N(C(=O)c1csnn1)C(C(=O)NCc1ccc(F)cc1)c1ccco1 (stereo unspecified),6,7%,1.1,8,0.98,6,-2,-9,-3
O=C(NCCN1CCOCC1)c1cccc(Cl)c1,0,3%,1.1,-5,1,-1,-8,-12,3
CCC(C)[C@H](NC(=O)Nc1ccc(C(C)=O)cc1)C(=O)OC (stereo partly specified),5,3%,1.1,14,1.1,-1,-3,-9,-9
COc1ccc(S(=O)(=O)Nc2ccc(S(=O)(=O)N3CCOCC3)cc2)cc1C,8,8%,1.1,8,1,5,4,21,2
CCC(C)c1c(O)nc(SCc2ccccc2)[nH]c1=O (stereo unspecified),11,6%,1.1,5,1,6,-1,11,0
Cc1nc2sc(C(c3cccs3)N3CCOCC3)c(O)n2n1 (stereo unspecified),5,2%,0.99,7,1,5,-7,-18,0
O=C1CCCc2nc(N3CCN(c4ccccc4)CC3)ncc21,3,2%,1.1,7,1.1,-4,-2,-8,2
COC(=O)c1sc(NC(=O)C(C)C)c(C(=O)OC)c1C,-1,6%,1.1,nt,0.99,-7,-1,7,-2
Cc1ccc(OCC(=O)O)c(-n2nc3ccccc3n2)c1,12,8%,1.2,17,1,4,5,-6,-6
Cc1c(=O)n(OCc2ccccc2F)c2ccccc2[n+]1[O-],3,3%,1.4,10,1.1,-1,0,-5,-2
COCCCN(Cc1ccccn1)S(=O)(=O)Cc1ccccc1,3,1%,1.1,11,0.99,-2,2,-8,-8
CCOc1ccc(S(=O)(=O)N2CCN(Cc3ccccc3)CC2)c2cccnc12,7,3%,1.1,15,1.1,5,-5,23,2
COc1cc2[nH]c(=O)n(CCC(=O)NC3CCCC3)c(=O)c2cc1OC,7,5%,2*,20,1.1,2,-4,-4,-10
O=C1CCC(=O)N1c1ccccc1-c1ccccc1,-1,2%,1,-1,1,1,3,-15,2
CCN(CCCNC(=O)C1CCC(=O)N1Cc1ccc(F)cc1)c1cccc(C)c1 (stereo unspecified),11,6%,1.1,15,0.98,0,5,20,1

# Continuation.
SMILES,PKA kinase inh,NADH enzymes,Autofluor 339,HEK293 NFkB inh,Abs 340nm,ROCK2 blocker,JNK3 inh,Ecoli tolC,MMP13 inh
CC1(c2ccccc2)NC(=O)N(CCOc2ccccc2)C1=O (stereo unspecified),10,9%,1.1,-2,1,6,2,-3,2
CC(C)Cn1c(SCC(=O)NC(=O)Nc2ccc3c(c2)OCCO3)nc2ccccc2c1=O,-2,6%,1.1,14,1.1,-1,-2,-3,3
O=C(CC1CC2CCC1C2)NCc1cccs1 (stereo unspecified),5,8%,1.1,4,0.98,3,-3,-17,5
CCOC(=O)c1[nH]c(C)c(C(=O)N2CCN(c3ccccc3)CC2)c1C,3,5%,1.1,15,0.98,3,-5,3,-3
COc1cc(-c2noc(-c3ccccc3C(=O)NCc3ccco3)n2)cc(OC)c1OC,-2,2%,1.1,14,1,0,-4,2,-1
CCCCCc1nnc(NC(=O)C2CCCO2)s1 (stereo unspecified),-5,5%,1.1,2,1,-3,0,1,2
Cc1ccc(S(=O)(=O)NC2=NCN(CCc3ccccc3)CN2)cc1,5,5%,1.3,4,1,4,2,-23,2
Cc1ccc2[nH]c(=O)c(CN(Cc3cccnc3)Cc3nnnn3CCN3CCOCC3)cc2c1,-3,4%,1.4,5,1.1,-5,1,-9,-10
CCCc1cc(=O)oc2c(C)c(O)c(CN3CCCCC3)cc12,2,1%[fluoresces],2.3*,nt,1.1,-1,-6,14,i[fluorescence artefact?]
COc1ccc(-c2nc(C#N)c(N3CCN(c4ccccc4)CC3)o2)cc1,-4,6%,1.4,13,0.99,0,-2,19,-8

# Individual results from the list.
# JNK3 inh, `CC1(c2ccccc2)NC(=O)N(CCOc2ccccc2)C1=O` (stereo unspecified) = 2
# MMP13 inh, `O=C(O)CCC(=O)N1CCC(C(=O)c2cccc(Cl)c2)CC1` = 0

# Four of the compounds above, as labelled records.
mol: O=C(CC1CC2CCC1C2)NCc1cccs1 (stereo unspecified)
  PKA kinase inh: 5; NADH enzymes: 8%; Autofluor 339: 1.1; HEK293 NFkB inh: 4; Abs 340nm: 0.98; ROCK2 blocker: 3; JNK3 inh: -3; Ecoli tolC: -17; MMP13 inh: 5
mol: CCOC(=O)c1[nH]c(C)c(C(=O)N2CCN(c3ccccc3)CC2)c1C
  PKA kinase inh: 3; NADH enzymes: 5%; Autofluor 339: 1.1; HEK293 NFkB inh: 15; Abs 340nm: 0.98; ROCK2 blocker: 3; JNK3 inh: -5; Ecoli tolC: 3; MMP13 inh: -3
mol: COc1cc(-c2noc(-c3ccccc3C(=O)NCc3ccco3)n2)cc(OC)c1OC
  PKA kinase inh: -2; NADH enzymes: 2%; Autofluor 339: 1.1; HEK293 NFkB inh: 14; Abs 340nm: 1; ROCK2 blocker: 0; JNK3 inh: -4; Ecoli tolC: 2; MMP13 inh: -1
mol: CCCCCc1nnc(NC(=O)C2CCCO2)s1 (stereo unspecified)
  PKA kinase inh: -5; NADH enzymes: 5%; Autofluor 339: 1.1; HEK293 NFkB inh: 2; Abs 340nm: 1; ROCK2 blocker: -3; JNK3 inh: 0; Ecoli tolC: 1; MMP13 inh: 2

# Only part of the results is shown (hit frequency here may not be typical).
